V1aR counter: agonists of human V1a receptor, primary screen, counter-screen for OXTR agonist project, fluorescence, CHO-V1R cells; Fluo-8 calcium fluorescence, agonist mode; 0% DMSO, 100% 3 nM vasopressin; Vasopressin V1a receptor (Homo sapiens), P37288; 320,000 tested, 0.25% active; activation, % at 3 µM; AID 2797, 2010;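 active = activation above the mean activation of all tested compounds plus 3 SD, per screening run, cut at about 20% in these data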;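 also: signal is peak over basal fluorescence ratio across a 100 second FLIPR read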
Target sequence (P37288 whole entry, looked up): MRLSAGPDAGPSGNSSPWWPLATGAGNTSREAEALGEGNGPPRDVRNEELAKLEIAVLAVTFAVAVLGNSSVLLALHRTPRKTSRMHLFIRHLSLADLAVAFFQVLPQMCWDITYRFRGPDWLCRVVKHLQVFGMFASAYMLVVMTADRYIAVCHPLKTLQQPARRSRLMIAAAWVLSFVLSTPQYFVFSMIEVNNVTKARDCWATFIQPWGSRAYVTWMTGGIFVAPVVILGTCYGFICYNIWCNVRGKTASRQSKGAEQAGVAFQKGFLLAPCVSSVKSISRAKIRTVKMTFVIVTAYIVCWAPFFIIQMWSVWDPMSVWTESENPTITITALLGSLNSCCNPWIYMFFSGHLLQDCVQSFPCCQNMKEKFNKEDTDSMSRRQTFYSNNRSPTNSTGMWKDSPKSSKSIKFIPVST
MEKK2mut PB1 HTS: MEK5 binding signal on mutant MEKK2 PB1, primary screen, biochemical, multiplex bead flow cytometry, Alexa488-MEK5; Alexa488-MEK5 binding to MEKK2 mutant; percent response, % at 10 µM; 290,000 tested, 0.35% active; AID 1530, 2009; in the data active = percent response above about 24%, passing the limit was not always enough; also: inactives centre near 1; some results filed as inactive read as strong as hits
OXTR potentiate: human OXTR potentiators, primary screen, fluorescence, CHO-OTR cells, Fluo-8 calcium | Oxytocin receptor (Homo sapiens), P30559 | Fluo-8 calcium fluorescence, potentiator mode; 0% = oxytocin EC15, 100% = EC100 | activation, % at 3 µM | 320,000 tested, 0.061% active | AID 2445, 2010;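 active = activation above that plate's cutoff, the mean activation of tested compounds plus 3 SD, cut at about 6.6% in these data, passing the limit was not always enough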;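 also: 100% uses oxytocin at 75 nM as the full agonist control; some results filed as inactive read as strong as hits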
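Replication – single well per compound, singlicate · Assay system – CHO cell line stably expressing human OTR · Timing – 6 min pre-incubation, 100 s read · Measure – normalized max/min fluorescence ratio, % activation · Doses – 3.0 µM, one dose · Detection – Fluo-8 calcium dye fluorescence · Probe or stimulus – oxytocin near EC15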
GalR3 antag: GalR3 antagonists in HEK293 cells, primary screen, cell-based, fluorescence readout | 360,000 tested, 0.44% active | HEK293 GalR3-CNG cAMP membrane potential fluorescence; galR3 body fused to GalR1 C-terminus | inhibition, % at 3 µM | AID 651719, 2012;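 active = inhibition above the screen-wide average plus 3 SD, cut at about 13% in these data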;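 also: forskolin and galanin both at EC90 stimulate the cells; cAMP rise reported by CNG channel membrane potential dye signal; 0% = forskolin plus galanin with DMSO and 100% = forskolin alone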
Target sequence (O60755 1-299 limits assumed): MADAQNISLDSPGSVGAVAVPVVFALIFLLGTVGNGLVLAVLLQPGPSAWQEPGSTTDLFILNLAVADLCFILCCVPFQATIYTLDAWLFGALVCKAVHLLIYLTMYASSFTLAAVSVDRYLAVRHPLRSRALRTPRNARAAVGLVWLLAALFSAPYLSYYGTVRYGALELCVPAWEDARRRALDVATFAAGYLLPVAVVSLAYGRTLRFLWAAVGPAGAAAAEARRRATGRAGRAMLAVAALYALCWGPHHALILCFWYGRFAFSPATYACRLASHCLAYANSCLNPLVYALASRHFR
GPR7 antagonist: GPR7 receptor antagonists, primary screen, cell-based, fluorescence, single concentration; inhibition, % at 4.4 µM; 290,000 tested, 1.1% active; GPR7-expressing cells, fluorescence antagonist assay; AID 1861, 2009; Neuropeptides B/W receptor type 1 (Homo sapiens), P48145; in the data active = inhibition above about 16%, passing the limit was not always enough;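 also: cells stimulated with the agonist NPW; 0% = agonist with vehicle and 100% = vehicle without agonist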
Target sequence (P48145 whole entry, looked up): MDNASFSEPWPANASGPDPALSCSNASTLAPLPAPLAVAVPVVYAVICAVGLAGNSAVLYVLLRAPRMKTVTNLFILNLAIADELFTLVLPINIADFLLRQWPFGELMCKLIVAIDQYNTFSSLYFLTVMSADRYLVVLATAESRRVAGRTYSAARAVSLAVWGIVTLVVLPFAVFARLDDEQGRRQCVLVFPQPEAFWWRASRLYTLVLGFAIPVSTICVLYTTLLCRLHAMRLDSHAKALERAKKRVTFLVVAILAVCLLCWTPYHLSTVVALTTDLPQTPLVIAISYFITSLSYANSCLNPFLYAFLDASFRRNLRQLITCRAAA
PfM18AAP inh: PfM18AAP inhibitors, malaria aminopeptidase, primary screen, biochemical, QFRET, recombinant enzyme. M18 aspartyl aminopeptidase (Plasmodium falciparum 3D7). H-Glu-NHMec fluorogenic cleavage. inhibition, % at 7.35 µM. 290,000 tested, 1.2% active;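 active = inhibition above the campaign mean inhibition over all tested compounds plus 3 SD, cut at about 28% in these data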;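 also: 0% = plate median of test compound wells and 100% = 2 mM ZnCl2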
NALP1 inh: NALP1 inflammasome inhibitors in reconstituted yeast, colorimetric, S. cerevisiae, triplicate retest | S. cerevisiae NALP1/ASC/caspase-1 growth, X-gal OD620, 72 h | inhibition, % at 10 µM | 280,000 tested, 0.61% active | AID 2071, 2009; in the data active = inhibition mostly above about 24%, no sharp cut-off; inactive = mostly below about 32%; also: some compounds called inactive have numbers as strong as hits
MEKK2 WT-MEK5: modulators of MEK5 binding to wildtype MEKK2, primary screen, biochemical, multiplex bead flow cytometry, Alexa488-MEK5; 290,000 tested, 1.1% active; binding response (% of control), % at 10 µM; AID 1531, 2009; Mitogen-activated protein kinase kinase kinase 2 (Homo sapiens), Q9Y2U5; Alexa488-MEK5 binding to MEKK2 WT; actives lie on both sides; in the data active = binding response below about 67% or above about 130%
OXTR ag: human OXTR agonists, primary screen, fluorescence, CHO-OTR cells, Fluo-8 calcium; Oxytocin receptor (Homo sapiens), P30559; Fluo-8 calcium fluorescence; normalized: DMSO 0%, oxytocin 100%; activation, % at 3 µM; 320,000 tested, 0.32% active;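 active = activation above the mean of all tested compounds plus 3 SD, cutoff set per screening run, cut at about 20% in these data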;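 also: peak over basal fluorescence ratio from a 100 s FLIPR kinetic read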
An asterisk follows results filed as active. The order is random; 4.1% or so of the library scored in one or more.

Results for CCNc1ccc(S(=O)(=O)C(F)(F)F)cc1NC(=O)C12CCC(CC1)C2 ?
V1aR counter: 1.9; MEKK2mut PB1 HTS: -1; OXTR potentiate: -3; GalR3 antag: -1; GPR7 antagonist: 9; PfM18AAP inh: 0; NALP1 inh: 34; MEKK2 WT-MEK5: 95; OXTR ag: -1.1

What do the screens show for `N#Cc1ccc(N2CCc3ccccc3C2)c([N+](=O)[O-])c1`?
V1aR counter: -0.7; MEKK2mut PB1 HTS: -1; OXTR potentiate: -3; GalR3 antag: -10; GPR7 antagonist: -3; PfM18AAP inh: -9; NALP1 inh: 19; MEKK2 WT-MEK5: 97; OXTR ag: -2.3

Results for CC(C)Sc1ccccc1C(=O)Nc1ccc2c(c1)n(C)c(=O)n2C ?
MEKK2mut PB1 HTS: -1; GalR3 antag: -2; GPR7 antagonist: -13; PfM18AAP inh: -2; NALP1 inh: -2; MEKK2 WT-MEK5: 98

Results for Cc1ccc(C(=O)C2OC(=O)C(C)(C)C(=O)C2(C)C)cc1 (configuration not stated) ?
V1aR counter: -0.3; MEKK2mut PB1 HTS: 16; OXTR potentiate: -12; GalR3 antag: -7; GPR7 antagonist: 0; PfM18AAP inh: -1; NALP1 inh: 11; MEKK2 WT-MEK5: 100; OXTR ag: -1.1

How did O=C(CSc1nnc(-c2ccc(S(=O)(=O)N3CCOCC3)cc2)o1)c1ccccc1F do in these assays?
V1aR counter: 11; MEKK2mut PB1 HTS: -1; OXTR potentiate: 6; GalR3 antag: 4; GPR7 antagonist: 7; PfM18AAP inh: -7; NALP1 inh: -3; MEKK2 WT-MEK5: 101; OXTR ag: 2.0

What do the screens show for `CCCOc1ccc(-c2nnn(CC(=O)N3CCCC(C)C3)n2)cc1` (configuration not stated)?
V1aR counter: 3.5; MEKK2mut PB1 HTS: -2; OXTR potentiate: -6; GalR3 antag: -6; GPR7 antagonist: -16; PfM18AAP inh: 4; MEKK2 WT-MEK5: 97; OXTR ag: 3.5

What do the screens show for `O=C1CC(N2CCN(c3ccccn3)CC2)C(=O)N1CC(c1ccccc1)c1ccccc1` (configuration not stated)?
V1aR counter: 2.6; MEKK2mut PB1 HTS: 3; OXTR potentiate: -10; GalR3 antag: -4; GPR7 antagonist: 7; PfM18AAP inh: -27; NALP1 inh: 2; MEKK2 WT-MEK5: 104; OXTR ag: 4.7

Results for O=C(O)c1nn(-c2cccc(Cl)c2)c(=O)cc1O ?
V1aR counter: 0.0; MEKK2mut PB1 HTS: 9; OXTR potentiate: -4; GalR3 antag: -1; GPR7 antagonist: -9; PfM18AAP inh: -14; NALP1 inh: 3; MEKK2 WT-MEK5: 108; OXTR ag: 0.0

Results for OCCCn1c(-c2ccccc2)nc(=S)c2c1CCCC2 ?
V1aR counter: 0.7; MEKK2mut PB1 HTS: -2; OXTR potentiate: -2; GalR3 antag: -2; GPR7 antagonist: -15; PfM18AAP inh: -7; NALP1 inh: -4; MEKK2 WT-MEK5: 100; OXTR ag: 2.2

How did O=C(C1CCCCC1)N1CCc2ccccc21 do in these assays?
V1aR counter: -1.5; MEKK2mut PB1 HTS: 0; OXTR potentiate: -1; GalR3 antag: -4; GPR7 antagonist: -19; PfM18AAP inh: -1; NALP1 inh: -13; MEKK2 WT-MEK5: 104; OXTR ag: -2.4

What do the screens show for `O=C(C[n+]1ccccn1)c1ccccc1`?
V1aR counter: 0.3; MEKK2mut PB1 HTS: 1; OXTR potentiate: -3; GalR3 antag: -7; GPR7 antagonist: 0; PfM18AAP inh: -3; NALP1 inh: 5; MEKK2 WT-MEK5: 102; OXTR ag: 0.2

What do the screens show for `COC(=O)CN(C(=S)Nc1ccc(F)cc1)C1CC(=O)N(c2ccccc2)C1=O` (configuration not stated)?
V1aR counter: 0.1; MEKK2mut PB1 HTS: -1; OXTR potentiate: -1; GalR3 antag: -1; GPR7 antagonist: 3; PfM18AAP inh: -1; NALP1 inh: 20; MEKK2 WT-MEK5: 101; OXTR ag: 2.1

What do the screens show for `CCOC(=O)C1CCN(S(=O)(=O)CCNC(=O)c2cccc(OC)c2)CC1`?
V1aR counter: -0.3; OXTR potentiate: -4; GalR3 antag: -1; OXTR ag: -1.6

How did O=S(=O)(Nc1ccc(N2CCOCC2)cc1)c1cc(Cl)ccc1Cl do in these assays?
V1aR counter: 2.5; MEKK2mut PB1 HTS: -3; OXTR potentiate: -7; GalR3 antag: -8; GPR7 antagonist: -7; PfM18AAP inh: 15; NALP1 inh: 6; MEKK2 WT-MEK5: 97; OXTR ag: 0.8

How did COc1ccc(C(=O)NCCS(=O)(=O)NC(C)c2ccccc2)cc1 (configuration not stated) do in these assays?
V1aR counter: 0.0; OXTR potentiate: 3; GalR3 antag: 2; OXTR ag: -0.6

How did COc1ccccc1NC(=O)NC1(C(=O)N2CCCCC2)CCCCC1 do in these assays?
V1aR counter: 0.1; MEKK2mut PB1 HTS: 0; OXTR potentiate: 0; GalR3 antag: -7; GPR7 antagonist: -9; PfM18AAP inh: 1; NALP1 inh: 7; MEKK2 WT-MEK5: 98; OXTR ag: 0.0

How did CCOc1cccc(C(=O)N(Cc2cccc(F)c2)C2CCS(=O)(=O)C2)c1 (configuration not stated) do in these assays?
V1aR counter: 0.6; MEKK2mut PB1 HTS: 2; OXTR potentiate: -1; GalR3 antag: 4; GPR7 antagonist: 3; PfM18AAP inh: 2; NALP1 inh: 10; MEKK2 WT-MEK5: 104; OXTR ag: -0.2

What do the screens show for `COc1ccc(NC(=O)c2ccc(COc3ccccc3)o2)cc1`?
V1aR counter: 3.2; MEKK2mut PB1 HTS: -8; OXTR potentiate: -6; GalR3 antag: -3; GPR7 antagonist: -8; PfM18AAP inh: -3; NALP1 inh: 4; MEKK2 WT-MEK5: 92; OXTR ag: -0.2

Results for Nc1nonc1C(=Nc1ccccc1)NO ?
V1aR counter: 0.2; MEKK2mut PB1 HTS: -10; OXTR potentiate: -6; GalR3 antag: -4; GPR7 antagonist: 4; PfM18AAP inh: 43*; NALP1 inh: 0; MEKK2 WT-MEK5: 98; OXTR ag: 0.7

Results for O=C(COC(=O)c1ccccc1Br)NCCN1C(=O)CSC1=O ?
V1aR counter: -0.1; MEKK2mut PB1 HTS: -2; OXTR potentiate: -1; GalR3 antag: -8; GPR7 antagonist: -5; PfM18AAP inh: -1; NALP1 inh: 7; MEKK2 WT-MEK5: 99; OXTR ag: -0.2

Of the compounds above, two have an aryl thioether with sulfur outside any ring.
Results for CC(C)Sc1ccccc1C(=O)Nc1ccc2c(c1)n(C)c(=O)n2C ?
MEKK2mut PB1 HTS: -1; GalR3 antag: -2; GPR7 antagonist: -13; PfM18AAP inh: -2; NALP1 inh: -2; MEKK2 WT-MEK5: 98

How did O=C(CSc1nnc(-c2ccc(S(=O)(=O)N3CCOCC3)cc2)o1)c1ccccc1F do in these assays?
V1aR counter: 11; MEKK2mut PB1 HTS: -1; OXTR potentiate: 6; GalR3 antag: 4; GPR7 antagonist: 7; PfM18AAP inh: -7; NALP1 inh: -3; MEKK2 WT-MEK5: 101; OXTR ag: 2.0

Continued:
How did COc1cccc(NC(=O)COC(=O)COc2cccc3c2OC(C)(C)C3)c1 do in these assays?
V1aR counter: 3.7; MEKK2mut PB1 HTS: 5; OXTR potentiate: -5; GalR3 antag: 2; GPR7 antagonist: -7; PfM18AAP inh: 1; NALP1 inh: 7; MEKK2 WT-MEK5: 109; OXTR ag: -0.1

Results for CCO[C@@H]1OC(C(=O)NCc2ccccc2)=C[C@H](C)[C@H]1CCCO ?
V1aR counter: 1.6; MEKK2mut PB1 HTS: 3; OXTR potentiate: -10; GalR3 antag: -5; GPR7 antagonist: -6; PfM18AAP inh: 1; NALP1 inh: 0; MEKK2 WT-MEK5: 105; OXTR ag: 0.1

How did O=C(COc1ccc([N+](=O)[O-])cc1)Nc1ccc2c(c1)CCC2 do in these assays?
V1aR counter: 2.2; OXTR potentiate: -8; GalR3 antag: -2; OXTR ag: -1.1

What do the screens show for `Cc1ccc(S(=O)(=O)N2CCN(C(=O)C3Cc4ccccc4CN3C(=O)c3ccco3)CC2)cc1` (configuration not stated)?
V1aR counter: -1.4; MEKK2mut PB1 HTS: 5; OXTR potentiate: 3; GalR3 antag: 5; GPR7 antagonist: -9; PfM18AAP inh: -1; NALP1 inh: 19; MEKK2 WT-MEK5: 106; OXTR ag: -1.9

Results for Cc1c(C(=O)OC(C)C)[nH]c2c1C(=O)CCC2 ?
V1aR counter: 0.4; MEKK2mut PB1 HTS: 3; OXTR potentiate: 4; GalR3 antag: -3; GPR7 antagonist: -3; PfM18AAP inh: 3; NALP1 inh: -4; MEKK2 WT-MEK5: 101; OXTR ag: 0.6

Results for COc1ccc(OC)c(NC(=O)Cn2cc(C=O)c3ccccc32)c1 ?
V1aR counter: 3.2; MEKK2mut PB1 HTS: 1; OXTR potentiate: -15; GalR3 antag: 3; GPR7 antagonist: -5; PfM18AAP inh: 5; NALP1 inh: -1; MEKK2 WT-MEK5: 97; OXTR ag: 3.0

Results for CC(=O)c1ccc(N2CCN(c3ccc(S(=O)(=O)NCCCN(C)C)cc3[N+](=O)[O-])CC2)cc1 ?
V1aR counter: 5.4; MEKK2mut PB1 HTS: 14; OXTR potentiate: -7; GalR3 antag: -9; GPR7 antagonist: 2; PfM18AAP inh: -8; NALP1 inh: 21; MEKK2 WT-MEK5: 125; OXTR ag: 6.4

Results for CC(C)OP(=O)(OC(C)C)C(Nc1ccc(C(=O)O)cc1)c1ccccc1 (configuration not stated) ?
V1aR counter: -0.2; MEKK2mut PB1 HTS: 3; OXTR potentiate: 9; GalR3 antag: -2; GPR7 antagonist: -6; PfM18AAP inh: 0; NALP1 inh: -4; MEKK2 WT-MEK5: 106; OXTR ag: 2.5

How did O=C(COc1ccc(-c2nnco2)cc1)Nc1ccc(C(F)(F)F)cc1 do in these assays?
V1aR counter: 21*; OXTR potentiate: -10; GalR3 antag: -5; OXTR ag: 2.6

What do the screens show for `CCN(CC)c1cc(NCCO)c([N+](=O)[O-])c2nonc12`?
V1aR counter: -0.6; MEKK2mut PB1 HTS: -5; OXTR potentiate: 0; GalR3 antag: -6; GPR7 antagonist: 4; PfM18AAP inh: -1; NALP1 inh: 7; MEKK2 WT-MEK5: 97; OXTR ag: -1.4

How did CC1=CC2=NC(=O)CC(C)(C(=O)N(CC(=O)NC3CCCC3)c3ccccc3F)N2C=C1 (configuration not stated) do in these assays?
V1aR counter: 8.1; MEKK2mut PB1 HTS: 0; OXTR potentiate: -4; GalR3 antag: 3; GPR7 antagonist: 3; PfM18AAP inh: -9; NALP1 inh: 24; MEKK2 WT-MEK5: 102; OXTR ag: 1.0
